U2OS ROS induce – ROS inducers in U2OS cancer cells, primary screen, cell-based, H2DCF-DA fluorescence; U2OS ROS induction; ROS induction (% of piperlongumine), % at 10 µM; hit rate 2% among 46,000; in the data active = ROS induction above about 79%, passing the limit was not always enough; inconclusive = no clear call, values can overlap the other calls;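 note: 0% = DMSO vehicle median and 100% = reference compound median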
* marks the source's active call; other numbers are inactive results; ? = inconclusive. The list is partial; the hit share may differ from the screen's.

SMILES | U2OS ROS induce
Cc1noc(C)c1S(=O)(=O)Nc1ccc2c(c1)C(=O)N([C@H](C)CO)C[C@H](C)[C@@H](CN(C)Cc1ccc3c(c1)OCO3)OCCCC[C@@H](C)O2 | -7
Cc1ccc(Cn2c(C)c(CNC(C)CCc3ccccc3)c(C(=O)O)c2C)cc1 (stereo not drawn) | -7
C[C@@H]1CN([C@@H](C)CO)C(=O)c2cccc(NC(=O)c3nc4ccccc4s3)c2O[C@@H]1CN(C)Cc1ccc(C(=O)O)cc1 | 8
CCOC(=O)COc1ccc(-c2nc3c([nH]2)c(=O)n(C)c(=O)n3C)cc1OC | -1
Cc1[nH]c2ccccc2c1C(=O)CSc1ncnc2sc(C)c(C)c12 | -15
COc1ccc(NC(=O)N(C)C[C@@H]2OCCCC[C@@H](C)Oc3ccc(NC(=O)CCC(F)(F)F)cc3C(=O)N([C@H](C)CO)C[C@@H]2C)cc1 | 6
C[C@H](CO)N1C[C@H](C)[C@H](CN(C)S(=O)(=O)c2cn(C)cn2)Oc2ccc(NS(=O)(=O)c3ccc(Cl)cc3)cc2CC1=O | -6
COC(=O)/C=C/S(=O)(=O)c1ccc(NC(C)=O)cc1 | 121*
COc1ccc(CN(C)C[C@H]2Oc3ccc(NS(=O)(=O)c4c(C)noc4C)cc3CC(=O)N([C@@H](C)CO)C[C@@H]2C)cc1 | -10
COc1ccc(S(=O)(=O)N(C)C[C@@H]2Oc3ccc(NC(=O)Nc4ccc(C(F)(F)F)cc4)cc3C(=O)N([C@H](C)CO)C[C@H]2C)cc1 | 1
COc1ccc(NC(=O)N(C)C[C@@H]2Oc3c(NS(=O)(=O)c4cccs4)cccc3C(=O)N([C@@H](C)CO)C[C@@H]2C)cc1 | -8
C[C@@H]1CN([C@H](C)CO)C(=O)c2cc(NC(=O)C3CCCCC3)ccc2O[C@@H]1CN(C)Cc1ccc(C(=O)Nc2ccccc2N)cc1 | 17
CC(=O)Oc1ccccc1C(=O)N1CCc2ccccc21 | 11
COC(=O)c1nnc(Nc2ccc(Oc3ccccc3)cc2)c2ccccc12 | 41
CCOc1cccc(/C=N/NC(=O)CCCCC(=O)NO)c1OCC | 13
CCCn1c(NCc2cccc(OC)c2O)nc2ccccc21 | 14
C[C@@H]1CCCCO[C@@H](CN(C)CC2CCCCC2)[C@@H](C)CN([C@H](C)CO)C(=O)c2cc(NS(=O)(=O)c3cccs3)ccc2O1 | 18
C[C@H](CO)N1C[C@H](C)[C@H](CN(C)C(=O)Nc2cccc3ccccc23)Oc2ncc(C#Cc3cccc(F)c3)cc2C1=O | 17
O=C1N=C(c2cccc(O)c2)c2ccccc2Nc2ccccc21 | 7
C[C@H]1CN([C@@H](C)CO)C(=O)CCCn2nncc2CO[C@H]1CN(C)CC1CCCC1 | 6

Two entries from above, reformatted:
> Cc1[nH]c2ccccc2c1C(=O)CSc1ncnc2sc(C)c(C)c12
  U2OS ROS induce: -15
> COc1ccc(NC(=O)N(C)C[C@@H]2OCCCC[C@@H](C)Oc3ccc(NC(=O)CCC(F)(F)F)cc3C(=O)N([C@H](C)CO)C[C@@H]2C)cc1
  U2OS ROS induce: 6

More records.
SMILES | U2OS ROS induce
C[C@H]1CN([C@@H](C)CO)C(=O)c2cc(NS(=O)(=O)c3ccc(F)cc3)ccc2O[C@@H]1CN(C)Cc1ccc(C(=O)O)cc1 | -13
COc1ccc(S(=O)(=O)Nc2ccc3c(c2)CC(=O)N([C@H](C)CO)C[C@H](C)[C@H](CN(C)C)O3)cc1 | -2
C[C@H]1CN([C@@H](C)CO)C(=O)c2cccc(NC(=O)Nc3ccc(F)cc3)c2O[C@H]1CN(C)S(=O)(=O)c1ccc(Cl)cc1 | 33
C[C@H]1CN([C@@H](C)CO)C(=O)c2cc(NC(=O)CCCCCC(=O)Nc3ccccc3N)ccc2O[C@H]1CN(C)C(=O)Nc1ccc(F)cc1 | 2
COc1ccc(CN(C)C[C@H]2Oc3c(NS(=O)(=O)c4ccc(OC)cc4)cccc3C(=O)N([C@H](C)CO)C[C@@H]2C)cc1 | 2
C[C@@H]1CN([C@@H](C)CO)C(=O)c2cc(N(C)C)ccc2O[C@@H]1CN(C)C(=O)NC1CCCCC1 | -3
CCN1CCN(c2nc(-c3cccc(Cl)c3)c3c(n2)-c2ccccc2OC3)CC1 | 29
Cc1noc(C)c1S(=O)(=O)Nc1ccc2c(c1)C(=O)N([C@@H](C)CO)C[C@H](C)[C@H](CN(C)C(=O)Nc1cccc3ccccc13)O2 | 0
Cc1ccc(S(=O)(=O)Nc2ccc3c(c2)C(=O)N([C@H](C)CO)C[C@H](C)[C@H](CN(C)Cc2ccc4c(c2)OCO4)OCCCC[C@@H](C)O3)cc1 | 33
O=C(N/N=C/c1cc(O)ccc1Br)c1ccccn1 | 6
C[C@H](CO)N1C[C@H](C)[C@H](CN(C)Cc2ccc(Cl)c(Cl)c2)Oc2ccc(NC(=O)Nc3ccc(F)cc3)cc2CC1=O | 22
Cc1cc(C(F)F)n2nc(C(=O)Nc3ccc(S(=O)(=O)N4CCCC4)cc3)nc2n1 | -13
Cc1noc(C)c1NC(=O)Nc1ccc2c(c1)C(=O)N([C@@H](C)CO)C[C@H](C)[C@@H](CN(C)S(=O)(=O)c1ccc(F)cc1)O2 | -4
C[C@@H]1CN([C@H](C)CO)C(=O)c2cccc(NC(=O)C3CCOCC3)c2O[C@@H]1CN(C)C(=O)Nc1ccc(F)cc1 | 3
C[C@H](CO)N1C[C@H](C)[C@H](CN(C)S(=O)(=O)c2cn(C)cn2)Oc2ccc(NC(=O)CCC(F)(F)F)cc2C1=O | -11
CC(C)c1ccc(N2C(=O)CSCC2(C(=O)NC2CCCCC2)c2ccc(Cl)cc2)cc1 (stereo not drawn) | -4
C[C@H]1CN([C@@H](C)CO)C(=O)c2cc(NC(=O)Nc3ccc(C(F)(F)F)cc3)ccc2O[C@H]1CN(C)C(=O)Nc1ccc(C(F)(F)F)cc1 | 13
COc1ccc(Br)cc1CN1CCN(Cc2c[nH]c3ccccc23)CC1 | -8
C[C@H](CO)N1C[C@H](C)[C@H](CN(C)C(=O)Nc2cccc3ccccc23)Oc2c(NC(=O)C3CCCCC3)cccc2C1=O | 1
CC1(C)Cc2ccccc2C(Nc2nc(-c3ccccc3)cs2)=N1 | 31

7 entries from above, arranged by number of heavy atoms, low to high.
SMILES | U2OS ROS induce
O=C(N/N=C/c1cc(O)ccc1Br)c1ccccn1 | 6
CCN1CCN(c2nc(-c3cccc(Cl)c3)c3c(n2)-c2ccccc2OC3)CC1 | 29
CC(C)c1ccc(N2C(=O)CSCC2(C(=O)NC2CCCCC2)c2ccc(Cl)cc2)cc1 (stereo not drawn) | -4
C[C@H](CO)N1C[C@H](C)[C@H](CN(C)S(=O)(=O)c2cn(C)cn2)Oc2ccc(NC(=O)CCC(F)(F)F)cc2C1=O | -11
C[C@@H]1CN([C@H](C)CO)C(=O)c2cccc(NC(=O)C3CCOCC3)c2O[C@@H]1CN(C)C(=O)Nc1ccc(F)cc1 | 3
C[C@H]1CN([C@@H](C)CO)C(=O)c2cc(NS(=O)(=O)c3ccc(F)cc3)ccc2O[C@@H]1CN(C)Cc1ccc(C(=O)O)cc1 | -13
C[C@H](CO)N1C[C@H](C)[C@H](CN(C)C(=O)Nc2cccc3ccccc23)Oc2c(NC(=O)C3CCCCC3)cccc2C1=O | 1

Continuation.
SMILES | U2OS ROS induce
Cc1sc2ncn(CC(=O)NCc3ccco3)c(=O)c2c1-c1ccccc1 | -11
CN(CC(=O)N1CCc2ccccc2C1)S(=O)(=O)c1ccc(Cl)cc1 | -1
C[C@H]1CN([C@@H](C)CO)C(=O)c2cc(NC(=O)Cc3ccccc3)ccc2O[C@@H]1CN(C)C(=O)Nc1ccc(F)cc1 | -5
COc1ccc(N(C)C(=O)c2cc3c(=O)oc4ccccc4c3s2)cc1 | -7
C#CCN(C)CCCOc1ccc(Cl)cc1Cl | -5
CCCc1[nH]c(Br)nc1-c1ccccc1 | 3
Cc1noc(C)c1S(=O)(=O)N(C)C[C@H]1Oc2ccc(NC(=O)Nc3ccc(F)cc3)cc2CC(=O)N([C@@H](C)CO)C[C@H]1C | 6
CSc1ccccc1NC(=O)CN(C)S(=O)(=O)c1ccc(C)cc1 | 0
CS(=O)(=O)N(CC(=O)Nc1ccc(F)cc1F)c1ccc(Br)cc1 | -6
C[C@H]1CN([C@@H](C)CO)C(=O)c2cccc(NC(=O)C3CCOCC3)c2O[C@@H]1CN(C)Cc1ccc(Cl)c(Cl)c1 | 16
CCOc1ccc2c(c1)sc1c(C)cc(=O)oc12 | -1
Cc1ccc2nc(CCCC(=O)O)[nH]c2c1 | 28
COc1ccc(-c2noc(CC(=O)O)c2-c2ccc(OC)cc2)cc1 | 2
Cc1ccccc1Nc1nc(N)nc(CN2CCN(c3ccccn3)CC2)n1 | -5
COc1ccc(-c2ccc(CCC(=O)O)n2-c2cc(Cl)ccc2O)cc1 | 6
C[C@H]1CN([C@@H](C)CO)C(=O)Cc2cc(NC(=O)Cn3cnnn3)ccc2O[C@H]1CN(C)Cc1ccc(-c2ccccc2)cc1 | 24
C[C@@H]1CN([C@H](C)CO)C(=O)c2cccc(NS(=O)(=O)c3ccc(Cl)cc3)c2O[C@@H]1CN(C)Cc1ccc(C(=O)O)cc1 | -4
COc1ccc([Si](C)(C)[C@@H]2[C@@H](CCn3cc(CCO)nn3)O[C@]3(C(=O)N(c4ccccc4)c4ccccc43)[C@H]2C)cc1 | ?
C[C@@H]1CN([C@@H](C)CO)C(=O)c2cc(NC(=O)CCCCCC(=O)Nc3ccccc3N)ccc2O[C@H]1CN(C)C(=O)Nc1ccc2c(c1)OCO2 | 29
COc1ccc2nc3[nH]nc(NC(=O)Cc4ccccc4OC)c3cc2c1 | -4

Molecules above containing an aryl thioether with sulfur outside any ring:
SMILES | U2OS ROS induce
Cc1[nH]c2ccccc2c1C(=O)CSc1ncnc2sc(C)c(C)c12 | -15
CSc1ccccc1NC(=O)CN(C)S(=O)(=O)c1ccc(C)cc1 | 0

Following part
SMILES | U2OS ROS induce
[N-]=[N+]=NCc1ccccc1C[C@]1(C(=O)N2CCCCC2)COC(c2ccc(OCCCO)cc2)=N1 | 5
C[C@H]1CN([C@@H](C)CO)C(=O)Cc2cc(NS(=O)(=O)c3cccs3)ccc2O[C@H]1CN(C)Cc1ccc(C(F)(F)F)cc1 | 31
O=C(CCCCCCC(=O)Nc1ccccc1O)N/N=C/c1ccncc1Br | 16
C[C@@H]1CN([C@H](C)CO)C(=O)c2cccc(NS(=O)(=O)c3ccc(Cl)cc3)c2O[C@@H]1CN(C)C(=O)Nc1ccc(C(F)(F)F)cc1 | 0
C[C@H]1CN([C@@H](C)CO)C(=O)c2cc(NC(=O)C3CC3)ccc2O[C@@H]1CN(C)Cc1ccc(-c2ccccc2)cc1 | 13
COCCCNC(=O)[C@@]1(CCS(=O)(=O)c2ccccc2)COC(c2ccc(OCCCO)cc2)=N1 | 17
C[C@@H]1CN([C@@H](C)CO)C(=O)Cc2cc(NS(=O)(=O)c3cn(C)cn3)ccc2O[C@@H]1CN(C)S(=O)(=O)c1ccccc1 | -7
C[C@@H]1CN([C@@H](C)CO)C(=O)Cc2cc(NC(=O)Cc3cn(C)c4ccccc34)ccc2O[C@@H]1CN(C)Cc1ccncc1 | 34
O=S(=O)(N1CCOCC1)n1nnc2ccccc21 | -3
COc1ccc(NC(=O)Nc2cccc3c2O[C@H](CN(C)C(=O)Nc2ccc(OC)cc2)[C@H](C)CN([C@@H](C)CO)C3=O)cc1 | 4
FC(F)(F)c1[nH]nc(-c2ccccc2)c1C12CC3CC(CC(C3)C1)C2 | 21
Cc1noc(C)c1NC(=O)Nc1cccc2c1O[C@H](CN(C)C(=O)Nc1ccc(C(F)(F)F)cc1)[C@H](C)CN([C@@H](C)CO)C2=O | 4
CCSC(=S)c1c(C)[nH]n(-c2ccccc2)c1=O | 60
C[C@@H]1CN([C@H](C)CO)C(=O)c2cc(NC(=O)C3CCCCC3)ccc2O[C@H]1CN(C)S(=O)(=O)c1ccccc1 | -4
C[C@H]1CN([C@@H](C)CO)C(=O)c2cc(NC(=O)Nc3ccc(C(F)(F)F)cc3)ccc2O[C@H]1CN(C)C(=O)NC1CCCCC1 | 38
CC(C)N(Cc1nc(-c2ccccc2Cl)no1)S(=O)(=O)c1ccc([N+](=O)[O-])cc1 | 32
O=C(Oc1nc2ccccc2s1)c1ccccc1C(=O)c1ccccc1 | -3
Cc1cc(CNC(=S)Nc2cccc([N+](=O)[O-])c2)nn1C | 4
C[C@@H]1CN([C@H](C)CO)C(=O)Cc2cc(NC(=O)CCN3CCOCC3)ccc2O[C@H]1CN(C)C | 14
C[C@H](CO)N1C[C@H](C)[C@@H](CN(C)Cc2ccc3c(c2)OCO3)Oc2ccc(NS(=O)(=O)c3ccccc3)cc2C1=O | 20
CCOC(=O)c1sc2nc(SCC(=O)c3ccc(Br)cc3)n(N)c(=O)c2c1C | -3
COc1ccccc1NC(=O)CSc1nncn2c1cc1oc(C)cc12 | 107*
C[C@@H]1CN([C@H](C)CO)C(=O)c2cccc(NC(=O)Nc3ccccc3)c2O[C@H]1CN(C)CC1CCCCC1 | 16
C[C@H](CO)N1C[C@H](C)[C@H](CN(C)C(=O)CCC(F)(F)F)OCc2cn(nn2)CCCC1=O | -12
CCCN(C)C[C@@H]1Oc2ncc(-c3ccc(OC)cc3)cc2C(=O)N([C@H](C)CO)C[C@@H]1C | 58
C[C@H](CO)N1C[C@H](C)[C@H](CN(C)Cc2ccc(C(=O)O)cc2)OCc2cn(nn2)CCCC1=O | -9
C[C@H]1CN([C@@H](C)CO)C(=O)Cc2cc(NS(=O)(=O)c3ccccc3)ccc2O[C@@H]1CN(C)C(=O)NC1CCCCC1 | 10
Cc1noc(C)c1NC(=O)N(C)C[C@@H]1Oc2ccc(NS(=O)(=O)c3ccccc3)cc2C(=O)N([C@@H](C)CO)C[C@H]1C | -4
Cc1ccc(C(=O)/C=C2\N/C(=N/S(=O)(=O)c3ccc(N)cc3)NC2=O)cc1 | 17
C[C@H]1CN([C@@H](C)CO)C(=O)c2cccc(NC(=O)C3CCCCC3)c2O[C@@H]1CN(C)S(=O)(=O)c1cn(C)cn1 | 5
